Bioassay records deposited in PubChem by National Center for Advancing Translational Sciences (NCATS).
AmpC no deterg: blocks E. coli AmpC beta-lactamase in detergent-free assay; P00811; AmpC nitrocefin hydrolysis, absorbance 480 nm, 0.0001% Triton; Potency, µM (titrated, usually from 57.1 µM), inactives show at the top dose activity change, negative = inhibition, most hits filed as inhibitors; actives 0.52% (n = 330,000);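 further: potency means the concentration at half of the fitted maximal effect; plate controls were no compound for no effect and no enzyme for full effect; nearly all actives have a fitted effect of over 20% in size; some results filed as inactive show a strong effect at the top dose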
Target sequence (P00811 whole entry, looked up): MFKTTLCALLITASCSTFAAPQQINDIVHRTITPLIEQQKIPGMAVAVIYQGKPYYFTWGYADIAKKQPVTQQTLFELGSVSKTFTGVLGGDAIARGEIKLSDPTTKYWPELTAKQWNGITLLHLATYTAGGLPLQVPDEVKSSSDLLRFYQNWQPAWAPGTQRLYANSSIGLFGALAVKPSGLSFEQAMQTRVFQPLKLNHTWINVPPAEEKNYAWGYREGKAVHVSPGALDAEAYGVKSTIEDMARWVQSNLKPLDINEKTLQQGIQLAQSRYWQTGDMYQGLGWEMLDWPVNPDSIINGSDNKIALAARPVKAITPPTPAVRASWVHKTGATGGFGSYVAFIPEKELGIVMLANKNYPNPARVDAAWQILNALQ
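AmpC (5.3 nM in the dispensed reagent) in 20 mM phosphate pH 7.0 with 0.01% (detergent screen) or 0.0001% Triton X-100 was preincubated with compounds for 15 min at room temperature. Nitrocefin was then added from an 800 uM solution, and hydrolysis was followed at 480 nm.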
FBPA Giardia inh: blocks Giardia fructose-bisphosphate aldolase activity | A8B2U2 | purified Giardia FBPA | Potency, µM (highest dose often 59.6 µM), for the others: at the top dose activity, negative = inhibition, hits mostly inhibitors | actives 0.71% (n = 290,000); further: potency means the concentration at half of the fitted maximal effect; nearly all actives have a fitted effect of over 55% in size
Target sequence (A8B2U2 whole entry, looked up): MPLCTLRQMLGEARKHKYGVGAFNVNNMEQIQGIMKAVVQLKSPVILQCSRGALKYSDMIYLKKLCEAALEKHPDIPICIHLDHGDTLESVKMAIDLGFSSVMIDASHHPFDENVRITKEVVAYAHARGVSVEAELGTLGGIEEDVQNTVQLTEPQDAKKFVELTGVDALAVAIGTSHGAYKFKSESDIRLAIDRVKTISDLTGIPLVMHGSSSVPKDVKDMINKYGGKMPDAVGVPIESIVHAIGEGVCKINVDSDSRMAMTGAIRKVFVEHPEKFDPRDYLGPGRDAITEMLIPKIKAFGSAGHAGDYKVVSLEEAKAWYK
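40 nM FBPA preincubated 10 min at RT with compound (up to 57.5 uM final), then substrate plus GAPDH/TPI/NAD/arsenate coupling and diaphorase/resazurin added. Fluorescence read after 20 min at RT, 525/598 nm.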
AmpC detergent: AmpC beta-lactamase inhibition with detergent present; P00811; AmpC hydrolysis of nitrocefin, absorbance 480 nm, 0.01% Triton; Potency, µM (titrated, usually from 114 µM), inactives show at the top dose activity change, negative = inhibition, hits mostly inhibitors; actives 0.041% (n = 370,000);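 further: potency means the concentration at half of the fitted maximal effect; 0% = no-compound wells and -100% = no-enzyme wells; nearly all actives have a fitted effect of over 25% in size; some results filed as inactive show a strong effect at the top dose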
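AmpC (5.3 nM in the dispensed reagent) in 20 mM phosphate pH 7.0 with 0.01% (detergent screen) or 0.0001% Triton X-100 was preincubated with compounds for 15 min at room temperature. Nitrocefin was then added from an 800 uM solution, and hydrolysis was followed at 480 nm.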
HCMV inh: inhibitors of human cytomegalovirus; HFF cells, HCMV-luciferase reporter, 72 h; active compounds read low; activity change, negative = inhibition, % at 57.5 µM; actives 4.5% (n = 410,000); AID 1259415; in the data active means activity change below about -60%; inconclusive means no clear call, values can overlap the other calls; inactive means above about -39%
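Steps: HFFs plated, 16 h 37C; compounds added; HCMV-luciferase added to MOI 1 PFU/cell; 72 h 37C; OneGlo reagent, 5 min room temperature; luminescence read, normalized to controls.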
Sm TGR block: inhibitors of Schistosoma mansoni thioredoxin glutathione reductase; Q962Y6; purified TGR, DTNB reduction, TNB absorbance 405 nm; Potency, µM (top dose mostly 114 µM), without a hit: top-dose activity change, negative = inhibition, actives largely listed as inhibitors; actives 3% (n = 360,000); AID 485364; further: potency means the concentration at half of the fitted maximal effect; nearly all actives have a fitted effect of over 60% in size
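TGR 20 nM + NADPH 100 uM (dispensed conc.), cpd preinc 15 min RT; start with NADPH (500 uM addition) then DTNB (15 mM addition). Kinetic TNB absorbance, 405 nm filter. Four-parameter Hill fit across titration.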
AMA1-RON2 inh: inhibitors of Plasmodium falciparum AMA1-RON2 interaction. AlphaScreen AMA1-biotinylated RON2 peptide binding. Potency, µM (titrated, usually from 58.2 µM), for the others: at the top dose activity change, negative = inhibition, most hits filed as inhibitors. actives 0.2% (n = 360,000). AID 720542;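 further: potency means the concentration at half of the fitted maximal effect; 0% = vehicle wells and -100% = peptide control; nearly all actives have a fitted effect of over 45% in size; some results filed as inactive show a strong effect at the top dose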
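AMA1 (3D7) with his tag at 25 nM final met compounds first, then biotinylated RON2 peptide at 25 nM; detection used donor plus acceptor beads, 10 µg/mL apiece, read by AlphaScreen after 30 min at room temperature.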
Active calls of the source: *; ? = inconclusive; · = no result given; & = joins results of further samples; [ ] = remark or other dose. Unless noted, the call rests on the fitted dose curve; in most records, active means well fitted curve in the direction sought with a large enough effect; inconclusive means small, poorly fitted or top-dose-only effect, or another doubt; inactive means no such curve, though single readings can be large; an effect the other way counts as inactive or inconclusive. Unless noted, on the % scale 0 is the no-effect control and ±100 the full control effect. An unsorted share of the library; overall some 7.8% were active at least once.

Values in the order – AmpC no deterg	HCMV inh	FBPA Giardia inh	AMA1-RON2 inh	Sm TGR block	AmpC detergent
(1) CC(C)N(C)CCOC(=O)c1ccc2c(c1)OCCO2
  -14%	2	1%	-5%	-1%	-6%
(2) O=C(NCCCN1CCCC1=O)c1c(O)nc2sccn2c1=O
  -4%	-1	·	-4%	5%	0%
(3) CCOC(=O)c1c(-c2ccccc2)csc1NC(=O)C(C)NCCCN1CCOCC1 (centres undefined)
  168%[activator]	-35	18µM*	-6%	-15%	2%
(4) COc1ccccc1NS(=O)(=O)c1ccc(C(=O)NCC(c2ccc(F)cc2)N2CCOCC2)cc1 (centres undefined)
  155%[activator]	11	·	3%	·	·
(5) O=C(COC(=O)Cc1ccccc1[N+](=O)[O-])NCc1ccccc1Cl
  -23%	-20	0%	1%	2%	-7%
(6) COc1ccc(-c2nc(C(=O)Nc3cccc(C(C)=O)c3)nn2-c2ccc(Cl)cc2)cc1
  ·	14	·	·	1%	22%
(7) Cc1ccc(NC(=O)c2c(C(F)(F)F)nn(C)c2SCc2cccc(C(F)(F)F)c2)cc1C
  1%	-88*	-5%	3%	-21%	1%
(8) COc1ccccc1CCc1nnc(CCC(=O)N(C)Cc2cccc3cnccc23)o1
  64%[activator]	-20	1%	11%	-3%	7%
(9) Cc1ccc(-c2nc3ccccc3c(=O)n2-c2cccnc2)cc1
  -3%	6	1%	4%	0%	-10%
(10) Cc1c(Cl)cccc1-n1ncc(C(=O)Nc2ccc(F)cc2F)c1C1CCN(C(=O)OC(C)(C)C)CC1
  ·	-12	·	·	6%	1%
(11) CC(C)CCC1(C)NC(=O)N(CC(=O)Nc2ccc3c(c2)OCCO3)C1=O (centres undefined)
  -6%	-10	·	-4%	·	·
(12) O=C(NC(=S)NNC(=O)c1ccccc1[N+](=O)[O-])c1ccccc1
  -18%	6	?	-8%	-19%	-3%
(13) C=CCN(c1ccccc1OC)S(=O)(=O)c1cccc(C(=O)NCc2cccs2)c1
  -15%	-63*	·	-1%	-12%	-9%
(14) CC(C)c1nnc(NC(=O)CCC(=O)N2CCN(c3cccc(Cl)c3)CC2)s1
  117%[activator]	?	·	-3%	-11%	0%
(15) COc1ccc(C(C)=O)cc1COC(=O)c1cnc(C)cn1
  4%	-12	0%	-16%	7%	7%
(16) COc1ccc(Nc2sc(C(=O)Nc3cccc(Cl)c3)c(N)c2C(=O)Nc2ccccc2OC)cc1
  -42%	·	-5%	·	1%	4%
(17) CCCCCCCCCOc1ccc2[nH]cc(CCN)c2c1
  145%[activator]	·	-4%&-24%	·	6%	-2%
(18) COC(=O)C1CCN(S(=O)(=O)Cc2ccccc2Cl)CC1
  218%	-2	11%	7%	1%	?
(19) O=C(CSc1nnc(-c2ccc(O)cc2)n1Cc1ccco1)c1ccccc1
  -30%	-15	-6%	-6%	45µM*	-7%
(20) CCOc1ccc(-c2c(C(=O)N/N=C/c3cccnc3)nnn2-c2nonc2N)cc1
  0%	-13	-11%	1%	-9%	-12%

Some of the entries above, reformatted:
#3 CCOC(=O)c1c(-c2ccccc2)csc1NC(=O)C(C)NCCCN1CCOCC1 (centres undefined)
  AmpC no deterg: 168%[activator] | HCMV inh: -35 | FBPA Giardia inh: 18µM* | AMA1-RON2 inh: -6% | Sm TGR block: -15% | AmpC detergent: 2%

#4 COc1ccccc1NS(=O)(=O)c1ccc(C(=O)NCC(c2ccc(F)cc2)N2CCOCC2)cc1 (centres undefined)
  AmpC no deterg: 155%[activator] | HCMV inh: 11 | FBPA Giardia inh: · | AMA1-RON2 inh: 3% | Sm TGR block: · | AmpC detergent: ·

#5 O=C(COC(=O)Cc1ccccc1[N+](=O)[O-])NCc1ccccc1Cl
  AmpC no deterg: -23% | HCMV inh: -20 | FBPA Giardia inh: 0% | AMA1-RON2 inh: 1% | Sm TGR block: 2% | AmpC detergent: -7%

#6 COc1ccc(-c2nc(C(=O)Nc3cccc(C(C)=O)c3)nn2-c2ccc(Cl)cc2)cc1
  AmpC no deterg: · | HCMV inh: 14 | FBPA Giardia inh: · | AMA1-RON2 inh: · | Sm TGR block: 1% | AmpC detergent: 22%

New compounds follow.
Values in the order – AmpC no deterg	HCMV inh	FBPA Giardia inh	AMA1-RON2 inh	Sm TGR block	AmpC detergent
(21) O=C(O)CCN(Cc1ccccc1)S(=O)(=O)c1ccccc1Cl
  -11%	-17	14%	5%	-5%	-11%
(22) O=C(COC(=O)c1nc(Cl)ccc1Cl)NCc1ccc(Cl)cc1Cl
  -27%	-15	·	18%	2%	-17%
(23) CN(CC(=O)Nc1ccccc1Br)C(=O)CN1CCN(c2ccccc2Cl)CC1
  132%[activator]	39	·	6%	-5%	5%
(24) O=C(Cc1ccc(S(=O)(=O)N2CCOCC2)s1)Nc1cc(C(F)(F)F)ccc1N1CCCC1
  20%	27	·	?	0%	?
(25) CCCCNC(=O)c1onc(CSc2cccc(C)c2)c1C(=O)O
  -25%	-25	15%	-6%	-2%	?
(26) O=C(NCc1cccnc1)NC1CCCN1S(=O)(=O)c1ccc(Cl)cc1 (centres undefined)
  -2%	-14	6%	5%	-1%	?
(27) Cc1ccccc1C(=O)N(Cc1cccs1)C1CCS(=O)(=O)C1 (centres undefined)
  -9%	-84*	16%	13%	4%	-8%
(28) Cc1cc(N=Cc2c(O)n(-c3ccc(C)c(C)c3)c(=O)c3ccccc23)no1
  -31%	-64*	5%	·	-23%	-10%
(29) COc1ccc(OCC(O)CNC(=O)Nc2ccc(Cl)cc2)cc1 (centres undefined)
  -22%	-7	1%	-6%	2%	-5%
(30) CCOC(=O)c1c(S(=O)(=O)Nc2cccc(-c3ccno3)c2)c(C)n(C)c1C
  -5%	-9	-8%	-9%	-19%	-12%
(31) COc1ccc(N2CCN(C3CC(=O)N(c4ccc5c(c4)OCCO5)C3=O)CC2)cc1 (centres undefined)
  -11%	6	1%	-3%	16%	?
(32) CCOC(=O)c1sc(NC(=O)CSc2nnc(C)s2)c(C(=O)OCC)c1C
  -14%	-27	-3%	0%	-26%	?
(33) CCN(CC)C(=O)Cn1cc(C(=O)C(=O)NCc2cccs2)c2ccccc21
  1%	-16	-1%	-1%	6%	1%
(34) COc1ccccc1NC(=O)c1cnc(SC)nc1
  -25%	15	6%	5%	-8%	-5%
(35) CCS(=O)(=O)c1nc(S(=O)(=O)c2ccc(C)cc2)c(N2CCCC2)s1
  19%	-30	·	5%	-9%	1%
(36) COc1ccc(C(=O)N/C(=C\c2cn(C)c3ccccc23)C(=O)NCCCn2ccnc2)cc1
  72%[activator]	-26	·	-7%	-3%	-4%
(37) O=C(N/C(=C\c1ccc2c(c1)OCO2)C(=O)N1CCOCC1)c1cccs1
  -8%	-25	9%	-8%	3%	-3%
(38) CCN(CC)CCCOC(=O)C1(c2ccccc2)CCCC1
  26%	-31	2%	-6%	3%	5%
(39) O=c1ccc(-c2ccc(S(=O)(=O)Nc3ccc(F)cc3)o2)n[nH]1
  -31%	10	2%	-9%	?	-13%
(40) O=C(COC(=O)C1COc2ccccc2O1)Nc1ccc(Cl)cc1 (centres undefined)
  -23%	-11	·	-4%	-3%	2%
(41) COc1ccc2nc(NC(=O)CSc3nnc4n3C(C)(C)Cc3ccccc3-4)sc2c1
  -6%	?	4%	-3%	-24%	?
(42) CCOC(=O)C1CCCN(C(=O)c2c(-c3ccccc3Cl)noc2C)C1 (centres undefined)
  4%	49	3%	-5%	0%	3%
(43) CC1CCN(CCCCOc2ccccc2-c2ccccc2)CC1
  25%	?	?	-14%	1%	-14%
(44) CC(=O)c1ccc(OCCCC(=O)Nc2cc(S(=O)(=O)N3CCCCC3)ccc2C)cc1
  -7%	-22	·	-8%	0%	-2%
(45) c1ccc(CCn2nnnc2C(c2cccnc2)N2CCN(c3ccccc3)CC2)cc1 (centres undefined)
  51%	-64*	23%	-2%	2%	-6%
(46) COc1ccc(C)cc1NC(=O)n1ncc2cc(Cl)ccc21
  -6%	·	15%	1%	6%	2%
(47) CCC(=NC1CC1)c1c(O)n(C2CCCCC2)c(=O)[nH]c1=O
  ?	55	3%	-5%	-26%	1%
(48) O=C(CSc1nc2ccccc2nc1Cc1ccccc1)N1CCc2ccccc21
  ·	0	·	·	-1%	-1%
(49) O=C(Nn1cnc2ccccc2c1=O)C1CCCCC1
  -13%	-5	10%	-3%	3%	?
(50) CCN(CC)CCn1c(=N)n(CC(O)c2ccc(OC)c(OC)c2)c2ccccc21 (centres undefined)
  -14%	6	2%	7%	·	-9%
(51) O=C(CCNS(=O)(=O)c1cccc2nsnc12)NCc1ccc(F)cc1
  -14%	17	6%	-3%	7%	-5%
(52) CCCCCCCNC(=O)C1(CC2CC(c3ccc(Cl)cc3)=NO2)CCN(C(=O)C2CCCC2)CC1 (centres undefined)
  -12%	27	6%	5%	9%	-14%
(53) O=C1CSC(=Nc2ccccc2Cl)N1
  -20%	17	-2%	-15%	-7%	-15%
(54) Cc1ccc(-n2nnnc2SCC(=O)c2c(N)n(C3CC3)c(=O)[nH]c2=O)c(C)c1
  -25%	16	·	-12%	-16%	1%
(55) O=C1Nc2ccccc2C(=O)N2[C@H](c3ccc(F)cc3)[C@@H]3C(=O)N(Cc4ccccc4)C(=O)[C@@H]3[C@H]12
  12%	-36	5%	7%	1%	?
(56) CCN(CC)CCNC(=O)c1cn(CCOC)c(=O)c2c1c1ccccc1n2C
  26%	28&-2	3%	0%	-3%&5%	1%&18%
(57) CCOC(=O)C1=C(C)N(C[C@@H]2CC[C@@H](Cc3ccc4cc(OC)ccc4c3)O2)C(=O)NC1c1ccccc1 (some centres undefined)
  -23%	?	·	-14%	·	·
(58) CCCCNC(=O)C1C2C=CC(C2)C1C(=O)O (centres undefined)
  9%[2.29 µM]	-22	1%	0%	-3%	-8%
(59) COc1ccc(NC(=S)NCc2cccs2)cc1OC
  -5%	46	0%	-5%	?	?
(60) O=C(CN1CCCCC1)NC(=O)NC1CCCC1
  -3%	-28	0%	10%	13%	-3%
(61) Cc1cnc(NC(=O)C2CC(=O)N(c3cccc(Cl)c3)C2)s1 (centres undefined)
  -18%	-99*	-5%	-7%	-20%	-6%
(62) O=c1cc(Nc2ccc3c(c2)OCO3)[nH]c(=O)n1-c1ccc(Br)cc1
  -21%	-78*	1%	10%	6%	?
(63) CCOc1ccc(Cn2nnc(C(=O)NCCc3ccc(Cl)cc3)c2N)cc1
  -5%	11	4%	2%	-9%	-12%
(64) CCOc1cc(NC(=O)c2ccco2)c(OCC)cc1NC(=O)Cc1ccc(OC)c(OC)c1
  -6%	-20	-13%	-10%	-26%	?
(65) CC(C)c1ccc(C2/C(=C(\O)c3ccc4c(c3)OCCO4)C(=O)C(=O)N2CCN2CCOCC2)cc1 (centres undefined)
  -20%	-11	9%	2%	-21%	-6%
(66) CCOC(=O)COc1nc2c(c(-c3ccco3)c1C#N)CCc1ccccc1-2
  -14%	-8	-14%	-10%	0%	-1%
(67) O=C(NC1CCCC1)c1csc2c1CCCC2
  -16%	27	-8%	-3%	-5%	-17%
(68) C=C1CN(Cc2ccccc2)S(=O)(=O)c2ccccc21
  -25%	-7	1%&-11%&-16%	11%	18µM*	0%
